Dicer processing – inhibitors of Dicer pre-microRNA processing, primary screen, biochemical, cat-ELCCA, chemiluminescence | Endoribonuclease Dicer (Homo sapiens), Q9UPY3 | cat-ELCCA pre-miR-21 Dicer processing; active compounds read high | z-score at 25 µM | 6% of 47,000 active; in the data active = z-score above about 3, passing the limit was not always enough;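 note: plate controls were vehicle for no effect and no enzyme for full effect; higher signal means more uncleaved substrate so more Dicer inhibition; strong numbers were not always called active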
Target sequence (Q9UPY3 whole entry, looked up): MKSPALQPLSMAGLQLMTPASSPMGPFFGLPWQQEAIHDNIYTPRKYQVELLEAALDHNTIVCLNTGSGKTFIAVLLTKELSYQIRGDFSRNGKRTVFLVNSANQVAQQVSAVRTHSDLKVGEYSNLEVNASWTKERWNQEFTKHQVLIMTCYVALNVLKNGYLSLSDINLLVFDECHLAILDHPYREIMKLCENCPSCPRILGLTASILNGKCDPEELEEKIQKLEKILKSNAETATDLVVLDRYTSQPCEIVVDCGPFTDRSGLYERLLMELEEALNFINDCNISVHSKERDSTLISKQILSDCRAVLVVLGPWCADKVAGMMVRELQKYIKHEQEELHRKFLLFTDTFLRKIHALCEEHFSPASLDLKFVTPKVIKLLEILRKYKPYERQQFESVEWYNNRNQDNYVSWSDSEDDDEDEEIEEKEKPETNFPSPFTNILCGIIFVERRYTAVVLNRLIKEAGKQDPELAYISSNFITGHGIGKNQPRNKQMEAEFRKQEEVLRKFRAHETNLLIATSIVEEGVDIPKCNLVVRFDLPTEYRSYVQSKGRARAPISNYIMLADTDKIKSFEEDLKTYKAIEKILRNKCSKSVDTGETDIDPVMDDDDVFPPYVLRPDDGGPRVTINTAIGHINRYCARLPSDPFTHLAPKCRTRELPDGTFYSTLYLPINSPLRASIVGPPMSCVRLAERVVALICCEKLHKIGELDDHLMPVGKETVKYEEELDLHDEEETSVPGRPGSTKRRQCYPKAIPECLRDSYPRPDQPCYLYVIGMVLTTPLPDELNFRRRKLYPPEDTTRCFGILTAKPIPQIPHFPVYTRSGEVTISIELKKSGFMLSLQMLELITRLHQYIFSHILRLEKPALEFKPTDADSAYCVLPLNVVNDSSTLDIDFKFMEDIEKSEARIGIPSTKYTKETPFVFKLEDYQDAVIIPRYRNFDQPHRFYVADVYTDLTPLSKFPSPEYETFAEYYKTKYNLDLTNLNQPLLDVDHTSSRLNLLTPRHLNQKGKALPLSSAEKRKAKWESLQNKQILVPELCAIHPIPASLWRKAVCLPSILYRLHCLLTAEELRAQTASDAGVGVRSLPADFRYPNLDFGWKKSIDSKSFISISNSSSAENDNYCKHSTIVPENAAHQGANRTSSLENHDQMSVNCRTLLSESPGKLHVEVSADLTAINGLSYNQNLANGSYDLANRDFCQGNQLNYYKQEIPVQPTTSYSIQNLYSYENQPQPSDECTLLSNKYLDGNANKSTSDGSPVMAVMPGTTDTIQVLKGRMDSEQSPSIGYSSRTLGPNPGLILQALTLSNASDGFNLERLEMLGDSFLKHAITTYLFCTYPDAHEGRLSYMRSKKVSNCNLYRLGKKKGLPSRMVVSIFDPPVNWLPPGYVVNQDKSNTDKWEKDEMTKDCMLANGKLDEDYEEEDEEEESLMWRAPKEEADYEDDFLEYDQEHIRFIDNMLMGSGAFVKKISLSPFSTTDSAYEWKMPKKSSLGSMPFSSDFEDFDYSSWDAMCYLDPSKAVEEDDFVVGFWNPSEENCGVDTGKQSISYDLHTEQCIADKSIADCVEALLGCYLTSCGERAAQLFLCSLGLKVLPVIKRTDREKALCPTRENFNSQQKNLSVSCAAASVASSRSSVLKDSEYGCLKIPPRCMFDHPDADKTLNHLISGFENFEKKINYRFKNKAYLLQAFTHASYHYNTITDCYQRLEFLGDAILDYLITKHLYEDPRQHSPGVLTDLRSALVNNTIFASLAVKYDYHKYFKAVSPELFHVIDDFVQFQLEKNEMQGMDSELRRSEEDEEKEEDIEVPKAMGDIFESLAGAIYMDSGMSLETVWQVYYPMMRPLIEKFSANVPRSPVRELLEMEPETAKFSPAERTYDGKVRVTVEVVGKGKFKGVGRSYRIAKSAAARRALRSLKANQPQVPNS
* = called active by the depositor.

no.	molecule	Dicer processing
1	COc1ccc(C(=O)NNC(=O)c2scc(Br)c2OC)cc1	-0.04
2	O=S(=O)(c1ccccc1)c1nc(-c2ccco2)oc1N1CCOCC1	-0.07
3	Cc1nc(C(F)(F)F)nc(Sc2n[nH]c(-c3cccs3)n2)c1C	1.8
4	CC1=CC(C)(C)N(C(=O)CSc2nc(C)cc(C)n2)c2ccccc21	-0.25
5	COC(=O)CSc1nc(NC(C)=O)nc(C)c1Br	3.1*
6	COc1ccc(C2/C(=C(\O)c3ccc(Cl)cc3)C(=O)C(=O)N2c2nccs2)cc1 (stereo not drawn)	0.1
7	O=c1cc(O)c2cccc3c4ccccc4n1c23	0.96
8	CC(C)N(Cc1ccc(N(C)C)cc1)C(=S)Nc1ccc(Cl)c(Cl)c1	0.97
9	NC1=NC(=O)CC(C(=O)Nc2ccc(Oc3ccc(Cl)cc3)cc2)S1 (stereo not drawn)	0.62
10	CCOC(=O)c1cnc(C(F)(F)F)nc1N/N=C/c1ccc(Cl)cc1	-1.9
11	N#Cc1c(SCC(=O)c2cccc([N+](=O)[O-])c2)nc2c(c1-c1cccs1)CCCC2	-0.22
12	Cc1c2cn[nH]c(=O)c2c(C)n1-c1ccccc1	-0.76
13	CCOC(=O)c1c(N)sc2c1CCN(Cc1ccccc1)C2	1.1
14	COC(=O)c1scc(S(=O)(=O)C(C)C)c1N/N=C(\C#N)C(=O)c1ccccc1	12
15	CC(=O)c1sc2sc([N+](=O)[O-])c(C)c2c1C	11
16	Cc1nc(N2CCN(c3cccc(Cl)c3)CC2)nc2c1C(=O)CCC2	-1.3
17	COc1ccc(C2Oc3c(OC)cccc3C3CC(c4ccccc4O)=NN32)cc1 (stereo not drawn)	1.4
18	CCSc1nc2sc3c(c2c(=O)n1CC)CC(C)(C)OC3	-0.29
19	Cc1ccc(C(=O)CC2(O)C(=O)N(C(C)C)c3ccccc32)o1 (stereo not drawn)	0.89
20	COC(=O)C(Cc1c[nH]c2ccccc12)NC(=O)CN1CCOCC1 (stereo not drawn)	1.9
21	COC(=O)c1cccc2c1-c1ccccc1C2=O	-0.9
22	CN(c1c2c(nn1C)CCCC2)S(=O)(=O)c1ccc(Cl)cc1	0.8
23	O=[N+]([O-])c1cc(CS(=O)(=O)c2ccc(Cl)cc2)ccc1Oc1ccc(Cl)cc1Cl	0.4
24	Cc1ccc2c(c1)-c1cc(C)nn1C(c1cccs1)N2 (stereo not drawn)	1.8
25	N#CC(C#N)=C(N)/C(C#N)=C/c1ccc(O)cc1	-1.4
26	CCCN(CCC)S(=O)(=O)c1ccc(C(=O)Oc2c(C)cccc2OC)cc1	-0.24
27	O=[N+]([O-])c1ccc(-c2cn3ncsc3n2)cc1	0.94
28	O=C(CC1(O)C(=O)Nc2ccc(Br)cc21)c1ccc2c(c1)OCCO2 (stereo not drawn)	-1.1
29	CCN(CC)C(=O)CSc1nnc2nnc3cc(OC)ccc3n12	-0.79
30	Cc1ccc(S(=O)(=O)/C(=N/Nc2cc(Cl)cc(Cl)c2)[N+](=O)[O-])cc1	-0.65

Brought forward from above: 3 compounds, followed by the next part.
no.	molecule	Dicer processing
28	O=C(CC1(O)C(=O)Nc2ccc(Br)cc21)c1ccc2c(c1)OCCO2 (stereo not drawn)	-1.1
29	CCN(CC)C(=O)CSc1nnc2nnc3cc(OC)ccc3n12	-0.79
30	Cc1ccc(S(=O)(=O)/C(=N/Nc2cc(Cl)cc(Cl)c2)[N+](=O)[O-])cc1	-0.65
31	CCOC(=O)c1cc(C)ccc1NC(=S)Nc1cc(Cl)ccc1Cl	-0.33
32	Cc1[nH]nc(NC2CCCCC2)c1[N+](=O)[O-]	1.1
33	NNC(=O)c1oc2nc(-c3ccc(Cl)cc3)cc(-c3ccccc3)c2c1N	-2.9
34	O=C(O)/C=C\C(=O)NCCC1=CCCCC1	1.4
35	O=S(=O)(NCc1ccccc1)c1cc(Br)c(Br)s1	0.96
36	O=S1(=O)N=C(Nc2nnc(SCc3ccccc3Cl)s2)c2ccccc21	-0.88
37	CCCc1cc(=O)[nH]c(SCc2ccccc2Cl)n1	-3.9
38	OC(CNCc1ccc2c(c1)OCO2)COc1ccc(F)cc1 (stereo not drawn)	-1.4
39	Cc1ccccc1N1C(=O)CC(Sc2nnc(-c3ccccc3)o2)C1=O (stereo not drawn)	-2.2
40	COc1cc(C2NCCc3c2[nH]c2ccccc32)ccc1OC(C)C (stereo not drawn)	0.05

Reformatted field by field: part of the list above.
35) O=S(=O)(NCc1ccccc1)c1cc(Br)c(Br)s1
  Dicer processing: 0.96
36) O=S1(=O)N=C(Nc2nnc(SCc3ccccc3Cl)s2)c2ccccc21
  Dicer processing: -0.88
37) CCCc1cc(=O)[nH]c(SCc2ccccc2Cl)n1
  Dicer processing: -3.9
38) OC(CNCc1ccc2c(c1)OCO2)COc1ccc(F)cc1 (stereo not drawn)
  Dicer processing: -1.4

(more compounds)
no.	molecule	Dicer processing
41	Cc1n[nH]c(C)c1CCCCOc1ccccc1F	-0.62
42	CCCCn1c(SCC(N)=O)nc2c1c(=O)n(C)c(=O)n2C	1.2
43	NS(=O)(=O)c1cc2c(cc1Cl)NC=NS2(=O)=O	-0.7
44	Nc1ccc(Oc2ccc(F)cc2F)nc1	-0.45
45	COc1ccc(OC)c(C2C3=C(CC(C)(C)CC3=O)Nc3ccc4ccccc4c32)c1 (stereo not drawn)	-0.24
46	Cc1ccc(-n2nc3ccc(N)cc3n2)cc1Cl	-1.1
47	Cn1c(=O)n(C)c2cc(S(=O)(=O)Nc3ccc(F)cc3)ccc21	-0.8
48	CCOC(=O)Cc1csc(NS(=O)(=O)c2cc(C)c(Cl)cc2Cl)n1	-1.1
49	O=C(NCC1CCCO1)C1CCN(S(=O)(=O)c2ccc(F)cc2)CC1 (stereo not drawn)	1.6
50	COC(=O)c1csc(S(=O)(=O)N=S(C)(=O)c2ccc(C(F)(F)F)cn2)c1OC (stereo not drawn)	1.1

3 consecutive entries out of the list so far, quoted:
no.	molecule	Dicer processing
41	Cc1n[nH]c(C)c1CCCCOc1ccccc1F	-0.62
42	CCCCn1c(SCC(N)=O)nc2c1c(=O)n(C)c(=O)n2C	1.2
43	NS(=O)(=O)c1cc2c(cc1Cl)NC=NS2(=O)=O	-0.7

Continuation:
no.	molecule	Dicer processing
51	O=C(COc1cc(Cl)c(Cl)cc1Cl)Nc1cccc(C(F)(F)F)c1	-0.4
52	CC(=O)Nc1sc2c(c1SC#N)CCCC2	-3.3
53	COCCOC(=O)C1=C(C)NC2=C(C(=O)CC(c3ccc(OC)c(OC)c3)C2)C1c1ccc(F)cc1 (stereo not drawn)	1.1
54	O=C1CC(c2ccccc2)Sc2nc(-c3cccc4ccccc34)nn21 (stereo not drawn)	0.94
55	CCOC(=O)C1=C(C)N=C2SCC(=O)N2C1c1cccc(OC)c1 (stereo not drawn)	0.61
56	CC1CCCCN1S(=O)(=O)c1cc(Cl)ccc1Cl (stereo not drawn)	-1.1
57	O=C(NCC1CCCO1)c1cc2nc(-c3ccc(Br)cc3)cc(C(F)(F)F)n2n1 (stereo not drawn)	-0.28
58	CC(=O)N(C(C)=O)c1nccc(-c2c(-c3ccccc3)noc2C)n1	0.31
59	COc1cc(C(F)(F)F)c(C(=O)NCc2cccc(Cl)c2Cl)cn1	-0.77
60	COc1ccc(S(=O)(=O)NC2CCCCC2)cc1-c1nnc2c3ccccc3c(C)nn12	2.2

New compounds follow:
nr	SMILES	Dicer processing
61	Cc1cc(Br)ccc1OCCCN1CCC(C)CC1	0.09
62	Cc1ccc(-c2nc3c(cnn3-c3ccccc3)c(=O)o2)cc1	2.5
63	CCc1ccc(N=C(N)N=C(N)N)cc1	0.41
64	CSc1scc(-c2cccc(Cl)c2)c1C#N	-0.55
65	CCCNc1nc2c(c(=O)n(C)c(=O)n2C)n1C(C)C	1.3
66	COc1ccc(-c2cn3cc(C)ccc3n2)cc1	-0.18
67	O=C1SC(Nc2ccc(Cl)cc2)C(=O)N1c1ccccc1 (stereo not drawn)	-2.7
68	CCn1c2c(c(=O)[nH]c1=O)C(c1ccc(C)cc1)C1=C(N2)c2ccccc2C1=O (stereo not drawn)	-0.13
69	CCOC(=O)CNC(=O)CSc1ncccn1	-1.3
70	CSc1nnc2c(n1)OC(/C=C/c1ccccc1)Nc1ccccc1-2 (stereo not drawn)	7.8
71	COc1ccc(C2C(C(=O)c3cc4ccccc4o3)=C(O)C(=O)N2c2nccs2)cc1 (stereo not drawn)	0.91
72	Cc1ccc(-c2csc(NC3OC(=O)c4ccccc43)n2)cc1C (stereo not drawn)	2.7
73	Cc1ccccc1C(=O)NNc1ccc(-c2csnn2)cc1	-1.4
74	Cc1ccccc1C(Nc1ccccn1)c1ccc2cccnc2c1O (stereo not drawn)	5.7*
75	O=c1ccn(-c2ccc(Cl)cc2)nc1-c1ccnc(-c2ccccc2)n1	0.59
76	COc1ccc(/C=C/c2ccc(OC)cc2)cc1	3.1*
77	CC(C)(C)NC(=O)c1cc2ccccc2o1	4.2*
78	COC(=O)c1ccc(C2C(C(=O)OCCc3ccccc3)=C(C)NC3=C2C(=O)CCC3)cc1 (stereo not drawn)	-0.59
79	CC(C)N=c1cc2n(-c3ccc(Cl)cc3)c3ccccc3nc-2cc1Nc1ccc(Cl)cc1	0.02
80	Cc1nccn1CC1CCc2c(c3ccccc3n2C)C1=O (stereo not drawn)	0.55
81	CCOC(=O)C1=C(C)Nc2nc3ccccc3n2C1c1ccc(C)cc1 (stereo not drawn)	0.34
82	CCOC(=O)CC(=O)CSc1nc(N)c2c(C)c(C)sc2n1	2.4
83	Cc1ccc(-n2nnnc2SCc2nc(-c3cccc([N+](=O)[O-])c3)no2)c(C)c1	-0.44
84	COc1ccc([C@@H]2CC(=O)c3c(O)cc(O[C@@H]4O[C@H](CO[C@@H]5O[C@@H](C)[C@H](O)[C@@H](O)[C@H]5O)[C@@H](O)[C@H](O)[C@H]4O)cc3O2)cc1O	0.51
85	CC(C)OC(=O)Nc1ccc(Cl)cc1	-0.57
86	Cc1cc(C)c(C#N)c(OC(=O)c2cccs2)n1	0.33
87	CS(=O)(=O)Cc1cc(Cl)cc2c1OCOC2	73
88	O=C(c1cc(O)c(O)c([N+](=O)[O-])c1)c1ccccc1F	-0.16
89	CCOC(=O)N1CCN(C2CC(=O)N(c3ccc(OC)cc3)C2=O)CC1 (stereo not drawn)	-0.82
90	Cc1sc2c(c1C)C(=O)/C(=C\Nc1ccc(Cl)cn1)S(=O)(=O)N2C	0.62
91	CCOC(=O)C1=C(C)N2CCCN=C2S1	3.3*
92	CCCCCCOc1ccc(OC(=O)c2ccncc2)cc1	8.9*
93	CSc1ccc(S(=O)(=O)NCc2ccncc2)cc1	2.4
94	Cn1c(NCCCCO)nc2c1c(=O)n(Cc1ccc(Cl)cc1)c(=O)n2C	-0.66
95	c1ccc(Oc2cccc3cccnc23)nc1	1.9
96	CC(C)(C)C(=O)NCCNC(=O)c1nonc1N	0.96
97	N#C/C(=N\Nc1cc(C(F)(F)F)cc(C(F)(F)F)c1)S(=O)(=O)c1ccc(Cl)cc1	0.63
98	CCCCN1C(=O)C(O)(CC(=O)c2ccc3c(c2)OCCO3)c2cc(Br)ccc21 (stereo not drawn)	0.54
99	Cc1ccc(Nc2sc(C(=O)c3ccc(Br)cc3)c(N)c2C(N)=O)c(C)c1	-0.73
100	Cn1c(=O)c2c(nc(N=Nc3c(O)[nH]c4ccccc34)n2Cc2ccc(Cl)c(Cl)c2)n(C)c1=O	-1.2
101	CCOc1ccc(N2C(=O)CC(NC3CCCCC3)C2=O)cc1 (stereo not drawn)	-1.5
102	Cn1ncc(C(=O)O/N=C(\N)c2ccc(C(C)(C)C)cc2)c1-n1cccc1	-1.3
103	O=[N+]([O-])c1c(N2CCCC2)ccc2nsnc12	-0.7
104	Cc1nc(Cc2c(Cl)cccc2Cl)sc1C(=O)NN	0.34
105	COc1ccc(-c2nnc3c4ccccc4c(C)nn23)cc1S(=O)(=O)NC(C)(C)CO	2.9
106	O=C(NCc1cc(F)cc2c1OCOC2)c1ccc(Oc2cc(Cl)cc(Cl)c2)o1	-1.1
107	COC(=O)C1=C(C)NC2=C(C(=O)CC(c3ccc(OC)c(OC)c3)C2)C1c1ccc(OC)c(OC)c1 (stereo not drawn)	0.26
108	Cc1ccc2c(c1)C(=O)OC1(O)C3C4C=CC(C4)C3C(=O)N21 (stereo not drawn)	1.9
109	CCCN1C(=O)C2(/C(=C(/O)c3ccc(C)c(F)c3)C(=O)C(=O)N2CCCN(C)C)c2ccccc21 (stereo not drawn)	0.51
110	CCOC(=O)c1cccc2c1-c1ccccc1C2=O	-0.76
111	CC1=C(C(N)=O)C(c2ccc(O)cc2)n2nnnc2N1 (stereo not drawn)	-0.08
112	O=C1CCOc2cc3c(cc21)C(=O)CCO3	3.6*
113	Cc1ccc(Cl)cc1NC(C#N)c1ccccc1 (stereo not drawn)	1.2
114	O=C(c1cc2ccccc2oc1=O)N1CCc2cc([N+](=O)[O-])ccc21	0.11
115	CCOc1cc(-c2ccc(OC)cc2)cc(=O)c2c(C)oc(C)c12	-0.25
116	CCOC(=O)c1ccc(Oc2ncc(C(F)(F)F)cc2Cl)cc1	0.5

The list goes on.
nr	SMILES	Dicer processing
117	CC(C)Sc1n[nH]c(=O)n1-c1ccccc1	-0.08
118	Cc1ccc(/C=C2\N=C(c3cccnc3Sc3ccc(Cl)cc3)OC2=O)cc1	-0.47
119	CC(=O)Cc1nsc(Nc2ccc(Cl)cc2)n1	-2.1
120	Cc1ccc(NS(=O)(=O)c2cc(Cl)c(Cl)cc2Cl)c(N)c1	8.3*
121	O=S(=O)(O/N=C1\CCSc2ccc(F)cc21)c1ccc(Cl)cc1	-1.6
122	Cn1c(CSc2cccs2)nnc1SCc1ccccc1	0.21
123	CCCCOC(=O)c1c(C)oc2ccc(NS(=O)(=O)c3cccs3)cc12	1.4
124	COc1ccc(CN2C(=O)c3oc4ccc(Br)cc4c(=O)c3C2c2cccc(O)c2)cc1 (stereo not drawn)	0.02
125	NNC(=O)c1ccncc1	-0.86
126	O=C(Cn1nc(C(F)(F)F)c2c1CCCC2)Nc1ccc(Cl)cc1	1.1
127	Cc1c(Cl)cccc1-n1c(CCc2nc(-c3ccc(Cl)cc3)no2)n[nH]c1=S	-1.6

Screening results (PubChem)

This is a subset. The share of hits here may be higher or lower than overall.
